Screening data (PubChem BioAssay)
FXIa inh mix: inhibitors of human coagulation factor XIa, pooled mixtures; P03951; 0.19% of 62,000 active; inhibition, % at 5 µM; purified FXIa, fluorogenic substrate; AID 680; in the data active = inhibition above about 20%, passing the limit was not always enough;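 also: each value is inhibition by a whole ten-compound pool holding the compound; 0% = enzyme with no mixture and 100% = wells lacking enzyme; strong numbers were not always called active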
Target sequence (P03951 19-387 limits assumed): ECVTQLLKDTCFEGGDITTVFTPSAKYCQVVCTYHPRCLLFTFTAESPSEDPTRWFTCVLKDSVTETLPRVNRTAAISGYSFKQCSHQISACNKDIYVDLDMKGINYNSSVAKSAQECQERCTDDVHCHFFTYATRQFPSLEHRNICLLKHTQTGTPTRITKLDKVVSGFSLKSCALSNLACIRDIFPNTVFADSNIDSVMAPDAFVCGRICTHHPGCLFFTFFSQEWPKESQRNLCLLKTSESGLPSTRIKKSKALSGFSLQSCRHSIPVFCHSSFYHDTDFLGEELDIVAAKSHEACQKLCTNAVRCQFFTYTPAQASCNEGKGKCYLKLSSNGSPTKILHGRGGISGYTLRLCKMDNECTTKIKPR
Target sequence (P03951 388-625 limits assumed): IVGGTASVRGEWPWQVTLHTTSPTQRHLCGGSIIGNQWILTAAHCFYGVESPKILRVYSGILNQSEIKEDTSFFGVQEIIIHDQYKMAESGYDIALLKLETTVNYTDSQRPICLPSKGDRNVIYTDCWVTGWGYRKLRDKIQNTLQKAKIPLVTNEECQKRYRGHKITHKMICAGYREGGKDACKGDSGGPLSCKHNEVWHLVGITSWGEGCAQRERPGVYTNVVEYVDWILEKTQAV
CatB mix inh: human cathepsin B inhibition by mixtures; Purified cathepsin B, AMC dipeptide fluorescence, compound mixtures; inhibition, %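 (ten-compound pools at 5 µM per compound and 50 µM total)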; 0.06% of 62,000 active; in the data active = inhibition above about 22%, passing the limit was not always enough;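 also: 0% = enzyme without compound and 100% = no enzyme blank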
C1s block: blocks human complement C1s protease activity. mean inhibition % of two 10-compound mixtures (stronger effect = higher value), % at 5 µM (by protocol). purified C1s, fluorogenic AMC substrate, pooled mixtures. P09871. 0.16% of 62,000 active. AID 538;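 active = inhibition above 20% in each of the two 10-compound mixture wells holding the compound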;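 also: 0% = enzyme wells lacking compound mixture and 100% = no-enzyme blank wells; some compounds called inactive have numbers as strong as hits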
E coli RNAP: Escherichia coli RNA polymerase inhibition; inhibition, %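 (tested at 10 µM)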; P0A8V2; AID 559; E. coli RNA polymerase, fluorescence transcription assay; 0.2% of 62,000 active; in the data active = inhibition above about 20%;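 also: 0% = enzyme without compound and 100% = no enzyme blank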
CatB inh: blocks human cathepsin B protease activity | P07858 | purified cathepsin B, fluorogenic substrate, fluorescence | inhibition, %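 (tested at 10 µM)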 | 0.1% of 63,000 active | AID 453; in the data active = inhibition above about 21%;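 also: 0% = enzyme with no compound and 100% = no enzyme blank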
CatL inh: blocks human cathepsin L protease activity; P07711; purified cathepsin L, fluorogenic substrate, fluorescence; inhibition, %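 (tested at 10 µM)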; 0.17% of 58,000 active; AID 460; in the data active = inhibition above about 45%;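 also: 0% = enzyme with no compound and 100% = no enzyme blank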
Target sequence (P07711 114-288 limits assumed): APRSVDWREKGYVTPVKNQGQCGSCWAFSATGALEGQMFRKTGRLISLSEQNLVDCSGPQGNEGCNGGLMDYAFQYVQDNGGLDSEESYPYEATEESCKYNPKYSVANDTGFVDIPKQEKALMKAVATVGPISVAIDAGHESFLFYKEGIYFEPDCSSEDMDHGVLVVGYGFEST
Target sequence (P07711 292-333 limits assumed): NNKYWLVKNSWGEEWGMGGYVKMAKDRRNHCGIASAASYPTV
Cathepsin G inh: cathepsin G (human) inhibition; purified enzyme, AMC-tetrapeptide fluorescence, pooled mixtures; inhibition, % at 5 µM (by protocol); 0.2% of 62,000 active; AID 581;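 active = inhibition above 20% in each of the two mixture wells holding the compound; inactive = inhibition of 20% or less in either well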;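 also: 0% = enzyme control without mixture and 100% = blank lacking enzyme; strong numbers were not always called active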
AP complement: orthogonal test for alternative complement pathway inhibitors. Human serum alternative complement pathway, LPS-coated ELISA, C3 deposition; tested in compound mixtures. 0.08% of 62,000 active. inhibition, % at 5 µM;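 active = inhibition above 30% in each of the two pooled mixtures holding the compound, so the lower value exceeds 30%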;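 also: 0% = serum in Mg-EGTA without compound and 100% = EDTA serum blank; some compounds past the cut are filed as inactive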
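Assay system: human serum alternative complement pathway, C3 deposition on LPS-coated wells; Dosing: 5 µM per compound in ten-compound mixtures; Detection: Anti-C3 ELISA, OD 450 nm; Buffer or medium: Mg2+-EGTA GVB++ buffer containing human serum at 1:15 dilution; Timing: 1 h at 37 °C; Replication: two different pools per compound.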
CatS inh: human cathepsin S inhibition; AID 501; recombinant cathepsin S, AMC dipeptide fluorescence, pooled mixtures; 0.06% of 62,000 active; inhibition, %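 (tested at 5 µM per compound within 10-compound mixtures)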; in the data active = inhibition above about 32%, passing the limit was not always enough;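 also: 0% = enzyme without compound and 100% = blank without enzyme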
Target sequence (P25774 115-331 limits assumed): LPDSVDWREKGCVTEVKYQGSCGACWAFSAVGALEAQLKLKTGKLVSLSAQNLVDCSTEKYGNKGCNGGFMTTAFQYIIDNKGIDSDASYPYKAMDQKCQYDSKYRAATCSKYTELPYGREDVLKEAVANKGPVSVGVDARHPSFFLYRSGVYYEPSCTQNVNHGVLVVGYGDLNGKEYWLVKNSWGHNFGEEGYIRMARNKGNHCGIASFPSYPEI
* hit, by the source's call; nt = no result given.

SMILES	FXIa inh mix	CatB mix inh	C1s block	E coli RNAP	CatB inh	CatL inh	Cathepsin G inh	AP complement	CatS inh
c1ccn2c(c1)nc1c2nc2ccccn21	-14	-13	-95	-54	-19	-98	-6	3	-13
Cc1cc(Cl)ccc1N=Cc1c(O)n(C)c(=O)n(C)c1=O	-22	-4	-61	0	-2	-1	-24	8	-14
COc1ccc(C2C(C(=O)Nc3ccccc3OC)=C(C)Nc3nnnn32)c(OC)c1 (centres undefined)	-1	2	19	0	3	-3	11	10	-1
O=C(OCN1C(=O)c2ccccc2C1=O)c1ccccc1	-10	1	-23	3	4	nt	5	-2	6
O=C(NCCCN1CCOCC1)c1c(F)cccc1F	9	2	12	14	6	12	12	-1	12
COc1cc(NC(=O)N2CCOCC2)cc(OC)c1	11	7	-33	8	3	10	2	4	11
Cc1ccc(NCc2nnc(SCC(=O)NCc3ccco3)n2CC2CCCO2)cc1Cl (centres undefined)	2	2	-14	-12	3	3	-9	-13	2
COC(=O)C1CCN(C(=O)c2ccccc2NC(C)=O)CC1	14	17	21	6	3	nt	21	6	-8
Cc1nn(C)c(C)c1S(=O)(=O)N1CCCC(C(=O)NCCc2ccc(Cl)cc2)C1 (centres undefined)	5	0	12	3	3	nt	6	26	-2
COc1cc(OC)c(C(=O)Nc2ccc(N(C)C)cc2)cc1OC	1	1	2	9	1	12	8	-2	8
Nc1ccc2oc(-c3cccc(Br)c3)nc2c1	2	4	2	nt	2	-8	11	5	22
CCCN1C(=O)c2ccc(C(=O)Nc3cc(C)on3)cc2C1=O	11	-1	2	5	5	25	8	15	0
CCOc1ccc(NC(=O)C2CC(=O)NC(N3CCc4ccccc43)=N2)cc1 (centres undefined)	7	8	0	12	0	12	1	2	16
COC(=O)Nc1ccc(S(=O)(=O)N(C)C)cc1	9	0	14	5	2	nt	7	4	-7
Cc1cccc2sc(NC(=O)Cn3cccc3)nc12	12	8	8	14	4	33	-10	2	19
COc1ccc(OC)c(CN2CCN(c3ccccc3OC)CC2)c1	-1	4	-19	4	nt	-8	-3	12	-5
O=C(COc1ccc(Cl)cc1Br)N1CCN(c2ccccc2)CC1	7	1	30	nt	nt	nt	9	30	-7
CCOC(=O)Cn1c(=O)n(Cc2ccco2)c(=O)c2ccc(C(=O)NCCc3ccccc3)cc21	-1	1	-3	0	0	-1	4	6	-2
CCOC(=O)N1CCN(C(=O)Nc2sc3nc4n(c(=O)c3c2C)CCC(C)CC4)CC1 (centres undefined)	9	2	-14	4	4	22	8	7	5
CCC(C)(NC(=O)c1ccccn1)C(=O)NC1CCCCC1 (centres undefined)	7	1	4	24*	1	-1	4	8	4

5 compounds drawn at random from those above:
SMILES	FXIa inh mix	CatB mix inh	C1s block	E coli RNAP	CatB inh	CatL inh	Cathepsin G inh	AP complement	CatS inh
Cc1ccc(NCc2nnc(SCC(=O)NCc3ccco3)n2CC2CCCO2)cc1Cl (centres undefined)	2	2	-14	-12	3	3	-9	-13	2
COc1cc(NC(=O)N2CCOCC2)cc(OC)c1	11	7	-33	8	3	10	2	4	11
CCC(C)(NC(=O)c1ccccn1)C(=O)NC1CCCCC1 (centres undefined)	7	1	4	24*	1	-1	4	8	4
Cc1cc(Cl)ccc1N=Cc1c(O)n(C)c(=O)n(C)c1=O	-22	-4	-61	0	-2	-1	-24	8	-14
COC(=O)Nc1ccc(S(=O)(=O)N(C)C)cc1	9	0	14	5	2	nt	7	4	-7

New compounds follow
SMILES	FXIa inh mix	CatB mix inh	C1s block	E coli RNAP	CatB inh	CatL inh	Cathepsin G inh	AP complement	CatS inh
Cc1nc2ccccc2c2c1C(=O)N(C)C2=O	10	2	12	3	6	5	8	14	-4
CCS(=O)(=O)N1CCCC(C(=O)NCc2ccc(C)cc2)C1 (centres undefined)	16	5	16	4	4	-1	28	13	-1
Nc1nnc(SCC(=O)N2CCc3ccccc32)n1-c1ccccc1	9	1	-26	5	-1	4	4	9	11
Cc1oc(/N=C/c2ccc(Cl)cc2)c(C#N)c1C	2	8	-7	3	8	2	-3	1	25
COc1cccc(N2CCCn3c2nc2c3c(=O)n(CCN3CCOCC3)c(=O)n2C)c1	-16	2	-54	4	8	7	-26	-7	13
CC1(C)CC(=O)C(C=NCCO)=C(O)C1	8	0	-10	2	2	6	5	5	19
COc1ccccc1N1C(=O)C2CC=CC(C)C2C1=O (centres undefined)	2	-1	-23	6	6	9	3	1	-11
Nc1c(C(=O)NC2CCCC2)sc2nc(-c3cccs3)ccc12	1	0	-6	3	5	-13	3	9	-7
Cc1cc(NC(=O)Cc2ccccc2)no1	1	0	-30	11	5	nt	7	6	9
CCOC(=O)c1c(O)c2ccccc2n(-c2ccccc2)c1=O	11	6	-5	2	0	7	-1	7	9
CCC(Oc1ccccc1)C(=O)NCc1cccnc1 (centres undefined)	10	0	3	-4	1	-2	-1	3	0
O=C(CN1CCOCC1)Nc1cccc(Cl)c1Cl	6	2	14	2	-1	-11	10	27	2
CN(C)c1cc(-c2ccccc2)nc(N)n1	-10	-2	-21	5	7	14	0	9	3
Cn1c(SCc2ccc(Br)cc2)nnc1-c1cccs1	7	1	16	19	5	1	9	3	7
COc1cc(C(=O)NCC(=O)OCC(=O)c2ccc[nH]2)cc(OC)c1OC	7	4	19	3	1	3	-39	10	-9
Cc1noc(C)c1CSc1nc2ccccc2c(=O)n1-c1ccccc1	-8	-1	-37	8	7	17	-12	-17	23
CC(=O)c1cc2c(cc1NC(=O)CN1CCOCC1)OCO2	5	1	-1	-2	1	-1	1	10	4
CCOC(=O)CNC(=O)Nc1ccccc1C(=O)OC	3	4	-2	10	-4	15	9	-5	7
Cc1ccc(CCNC(=O)CN2C(=O)COc3ccccc32)cc1	-3	2	0	-1	3	7	6	22	8
CN(C)S(=O)(=O)c1cc(C(=O)NCCCn2ccc3ccccc32)ccc1Cl	0	-4	3	6	2	0	1	-6	1
CC1CCCCN1S(=O)(=O)c1ccc2c(c1)CCN2C(=O)CCC(=O)O (centres undefined)	-5	-4	-34	7	-4	11	0	-3	-6
COc1cc(C2C(C#N)=C(N)OC3=C2C(=O)CC(C)(C)C3)ccc1OC(=O)N1CCOCC1 (centres undefined)	1	4	-7	2	3	-13	-10	6	-10
Cc1ccccc1NC(=O)CN(c1ccc(F)cc1)S(C)(=O)=O	1	3	6	7	5	6	9	9	-5
Cc1cccc2c(=O)cc(C)n(CC(=O)N3CCCCC3)c12	8	2	18	11	1	18	11	1	12
COc1ccc(OC)c(C(c2nnnn2Cc2ccccc2)N2CCN(C3CCCCC3)CC2)c1 (centres undefined)	8	4	4	1	-3	-16	-1	3	-5
O=C(Nc1cc(=O)c2ccccc2o1)N1CCCCC1	1	4	1	4	3	nt	6	16	-1
CCCCOC(=O)CSc1nnc(-c2cc(OC)c(OC)c(OC)c2)o1	6	15	2	5	3	nt	7	12	24
CCOC(=O)C1CCN(C(=O)c2ccc(NC(=O)C3CCCO3)cc2)CC1 (centres undefined)	2	3	-27	11	4	6	-3	-8	10
Cc1ccc(Nc2nc(N)nc(CC#N)n2)cc1	-5	0	-40	3	-1	nt	-7	7	-3
N#Cc1cc2c(nc1SCc1cccnc1)CCCCC2	1	6	11	11	4	16	11	16	1
CCOC(=O)Cn1nc(-c2ccccc2)ccc1=O	4	2	19	4	7	25	12	-1	4
OC(CNCC(c1ccco1)N1CCCCC1)c1ccccc1 (centres undefined)	16	3	6	-4	3	-2	8	16	12
O=C(C1CSC2(c3ccc(F)cc3)CCC(=O)N12)N1CCCCCC1 (centres undefined)	6	-3	12	6	4	15	11	2	14
COc1ccc(CNC(=O)c2cnc3scc(C)n3c2=O)cc1	14	0	-14	3	2	nt	-4	11	21
COc1cccc(C(=O)Nc2ccc(NC(=O)c3ccco3)nc2)c1	2	1	3	-3	3	1	8	18	5
Clc1ccccc1-c1nnc2sc(-c3ccncc3)nn12	1	3	-17	6	0	5	0	6	-4
COc1cccc(C2NC(=O)c3ccccc3O2)c1OC (centres undefined)	3	2	-1	8	-1	-6	-5	-1	3
O=C(CSc1nc2c(cnn2-c2ccc(F)cc2)c(=O)[nH]1)N1CCOCC1	2	4	2	5	-7	-7	0	20	-3
O=C1c2cccnc2C(Nc2ccc(S(=O)(=O)N3CCCCCC3)cc2)N1Cc1ccccc1 (centres undefined)	12	3	-45	3	-6	-6	-4	18	-8
CN(C)C(CNC(=O)C1CCCN(C(=O)c2ccc(Cl)cc2)C1)c1ccco1 (centres undefined)	5	5	0	2	-1	4	-1	3	3

Overlap with the part before: 2 entries; new compounds follow.
SMILES	FXIa inh mix	CatB mix inh	C1s block	E coli RNAP	CatB inh	CatL inh	Cathepsin G inh	AP complement	CatS inh
O=C1c2cccnc2C(Nc2ccc(S(=O)(=O)N3CCCCCC3)cc2)N1Cc1ccccc1 (centres undefined)	12	3	-45	3	-6	-6	-4	18	-8
CN(C)C(CNC(=O)C1CCCN(C(=O)c2ccc(Cl)cc2)C1)c1ccco1 (centres undefined)	5	5	0	2	-1	4	-1	3	3
CCCn1c(SCC(=O)NC(C)(C)C)nnc1C(C)C	8	8	7	9	-5	-1	4	12	6
Brc1c(CSc2nncn2-c2ccccc2)nc2sccn12	-11	-5	-82	1	3	nt	-1	14	-3
O=C(NCCc1ccc(Cl)cc1)C1CCN(c2cnccn2)CC1	1	-3	-3	3	0	-2	4	7	13
c1cncc(-c2nc3c4ccccc4nc(N4CCC(N5CCCCC5)CC4)n3n2)c1	1	6	-22	13	-3	7	-2	6	8
O=C(NC1=NCCS1)c1cccs1	3	3	-10	3	-1	-3	-7	-2	1
Cc1cccc(NCN2C(=O)c3ccncc3C2=O)n1	-2	2	-2	6	3	19	7	16	3
COc1cccc(C2Nc3ccccc3C(=O)N2O)c1O (centres undefined)	9	3	14	3	0	-12	10	20	1
O=C(CCCn1ncn2c(cc3occc32)c1=O)N1CCc2ccccc2C1	5	7	13	14	5	8	8	1	17
C=CCNS(=O)(=O)c1ccc(OCC(=O)OCC)cc1	-23	-8	-68	4	-3	-2	-21	15	-19
COc1ccc(S(=O)(=O)N2CCCCC2)cc1Br	2	3	3	3	0	-10	0	11	2
CCCCNC(=O)OCC(CC)NC(=O)OC(C)C (centres undefined)	0	1	0	7	5	1	-4	1	7
O=C(CCCNS(=O)(=O)c1cccc2nsnc12)N1CCCCC1	9	2	-1	-1	7	3	-4	3	15
CCCN1C(=O)SC(CC(=O)Nc2ccccc2)C1=O (centres undefined)	4	2	-10	-3	2	2	-12	-17	-7
COc1ccccc1N1CCN(C(=O)CSc2nnc(-c3ccoc3C)o2)CC1	26	44	0	-4	0	1	2	15	4
CCCCc1cc(=O)oc2cc(OCc3nn[nH]n3)c(Cl)cc12	8	45	15	8	0	1	13	4	44
COc1ccc(S(=O)(=O)NCCSCc2ccco2)cc1Cl	12	-3	0	-5	-6	-2	5	4	9
CCC(=O)N1c2ccc(S(=O)(=O)CCC(=O)N3CCN(c4ccccc4)CC3)cc2CC1C (centres undefined)	8	2	0	-1	-1	2	9	16	-1
Cc1cc(C(=O)Nc2sc3c(c2C#N)CCC(C)C3)no1 (centres undefined)	6	5	13	9	0	-7	12	13	9
O=C(CN1CCCC1)Nc1ccc(Oc2ccc(NC(=O)CN3CCCC3)cc2)cc1	20	1	-3	3	0	29	-2	1	11
Cc1cc(C)n(C(=O)CCCCCC(=O)n2nc(C)cc2C)n1	9	2	18	9	3	6	-1	5	-10
COc1ccc(Cn2cccc(NC(=O)Nc3ccc(C#N)cc3)c2=O)cc1	-2	-6	-8	5	2	-10	-5	4	-24

Profiles, quoted from the list. Values in the order: FXIa inh mix	CatB mix inh	C1s block	E coli RNAP	CatB inh	CatL inh	Cathepsin G inh	AP complement	CatS inh
CC(=O)c1cc2c(cc1NC(=O)CN1CCOCC1)OCO2 is listed as 5	1	-1	-2	1	-1	1	10	4
C=CCNS(=O)(=O)c1ccc(OCC(=O)OCC)cc1 is listed as -23	-8	-68	4	-3	-2	-21	15	-19

The list is partial; count on the stated rates, not on these rows.
